Source: PubChem
AMA1 RON2 block = disrupts binding of P. falciparum AMA1 to RON2; AlphaScreen AMA1-biotinylated RON2 peptide binding; actives 0.2% (n = 360,000); Potency, µM (titrated, usually from 58.2 µM), without a hit: at the highest dose activity change, negative = inhibition, hits mostly inhibitors;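 also: potency is read from the fitted curve at half-maximal effect; 0% = vehicle wells and -100% = peptide control; nearly all actives have a fitted effect of over 45% in size; some results filed as inactive show a strong effect at the top dose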
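AMA1 (3D7) with his tag at 25 nM final met compounds first, then biotinylated RON2 peptide at 25 nM; detection used donor plus acceptor beads, 10 µg/mL apiece, read by AlphaScreen after 30 min at room temperature.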
HCMV antiviral = blocks human cytomegalovirus replication. HFF cells, HCMV-luciferase reporter, 72 h; active compounds read low. activity change, negative = inhibition, % at 57.5 µM. actives 4.5% (n = 410,000). AID 1259415; in the data active = activity change below about -60%; inconclusive = no clear call, values can overlap the other calls; inactive = above about -39%
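Screen run at 2 compound doses on HFFs infected with reporter HCMV, MOI 1 PFU/cell. Luciferase activity from cell lysates at 72 h post infection gave inhibition relative to buffer-only and Salinomycin wells.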
AmpC detergent = blocks E. coli AmpC beta-lactamase in detergent assay; AmpC hydrolysis of nitrocefin, absorbance 480 nm, 0.01% Triton; P00811; actives 0.041% (n = 370,000); Potency, µM (titrated, usually from 114 µM), for inactives: at the highest dose activity change, negative = inhibition, hits mostly inhibitors; AID 485294;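 also: potency is read from the fitted curve at half-maximal effect; 0% = no-compound wells and -100% = no-enzyme wells; nearly all actives have a fitted effect of over 25% in size; some results filed as inactive show a strong effect at the top dose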
Target sequence (P00811 whole entry, looked up): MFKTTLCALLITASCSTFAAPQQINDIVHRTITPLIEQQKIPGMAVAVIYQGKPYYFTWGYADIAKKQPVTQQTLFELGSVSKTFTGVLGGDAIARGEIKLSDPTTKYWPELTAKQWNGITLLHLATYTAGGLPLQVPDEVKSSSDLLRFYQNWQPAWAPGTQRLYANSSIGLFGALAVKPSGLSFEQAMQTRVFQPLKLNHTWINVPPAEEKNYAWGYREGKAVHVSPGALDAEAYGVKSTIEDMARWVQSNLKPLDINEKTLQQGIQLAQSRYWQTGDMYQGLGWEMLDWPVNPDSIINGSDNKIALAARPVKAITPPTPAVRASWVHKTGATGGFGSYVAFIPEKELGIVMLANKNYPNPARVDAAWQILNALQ
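AmpC (5.3 nM in the dispensed reagent) in 20 mM phosphate pH 7.0 with 0.01% (detergent screen) or 0.0001% Triton X-100 was preincubated with compounds for 15 min at room temperature. Nitrocefin was then added from an 800 uM solution, and hydrolysis was followed at 480 nm.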
FBPA Giardia inh = inhibitors of Giardia lamblia fructose-1,6-bisphosphate aldolase. purified Giardia FBPA. Potency, µM (doses to about 59.6 µM), for the others: top-dose activity, negative = inhibition, actives largely listed as inhibitors. actives 0.71% (n = 290,000); also: potency is read from the fitted curve at half-maximal effect; nearly all actives have a fitted effect of over 55% in size
Target sequence (A8B2U2 whole entry, looked up): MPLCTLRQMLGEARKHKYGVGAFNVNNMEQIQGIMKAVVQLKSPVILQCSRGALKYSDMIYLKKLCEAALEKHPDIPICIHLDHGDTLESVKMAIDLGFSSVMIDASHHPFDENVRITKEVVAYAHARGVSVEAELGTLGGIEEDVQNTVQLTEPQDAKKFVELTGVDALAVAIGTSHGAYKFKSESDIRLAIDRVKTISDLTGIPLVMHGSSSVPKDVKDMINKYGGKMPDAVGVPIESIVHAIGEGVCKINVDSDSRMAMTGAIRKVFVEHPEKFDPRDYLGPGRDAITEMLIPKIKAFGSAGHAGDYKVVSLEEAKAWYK
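Giardia FBPA (40 nM reagent) was preincubated 10 min at RT with compound (up to 57.5 uM final), then substrate plus GAPDH/TPI/NAD/arsenate coupling system with diaphorase/resazurin was added; resorufin fluorescence (525/598 nm) was read after 20 min.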
Sm TGR inh = S. mansoni TGR enzyme inhibition. Potency, µM (series often up to 114 µM), inactives show top-dose activity change, negative = inhibition, most hits filed as inhibitors. actives 3% (n = 360,000). purified TGR, DTNB reduction, TNB absorbance 405 nm; also: potency is read from the fitted curve at half-maximal effect; nearly all actives have a fitted effect of over 60% in size
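Kinetic colorimetric format: TGR-catalysed, NADPH-driven DTNB reduction monitored via TNB absorbance. Enzyme dispensed at 20 nM; compound exposure 15 min at room temperature before reaction start.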
AmpC inh no detg = AmpC beta-lactamase inhibition without detergent; P00811; AmpC nitrocefin hydrolysis, absorbance 480 nm, 0.0001% Triton; Potency, µM (doses to about 57.1 µM), for inactives: top-dose activity change, negative = inhibition, usual class: inhibitors; actives 0.52% (n = 330,000);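 also: potency is read from the fitted curve at half-maximal effect; plate controls were no compound for no effect and no enzyme for full effect; nearly all actives have a fitted effect of over 20% in size; some results filed as inactive show a strong effect at the top dose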
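AmpC (5.3 nM in the dispensed reagent) in 20 mM phosphate pH 7.0 with 0.01% (detergent screen) or 0.0001% Triton X-100 was preincubated with compounds for 15 min at room temperature. Nitrocefin was then added from an 800 uM solution, and hydrolysis was followed at 480 nm.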
Numbers without * were called inactive; ? = inconclusive; · = not tested or not shown; & = joins results of further samples; [ ] = remark or other dose. Unless noted, calls follow the shape of the dose curve; as a rule, active = well fitted curve in the direction sought with a large enough effect; inconclusive = small, poorly fitted or top-dose-only effect, or another doubt; inactive = no such curve, though single readings can be large; an effect the other way counts as inactive or inconclusive. Unless noted, % is scaled to controls: 0 for no effect and ±100 for the full control effect.

no. | molecule | AMA1 RON2 block | HCMV antiviral | AmpC detergent
1 | CC(=O)Nc1ccc(S(=O)(=O)NC2(C(F)(F)F)NC(=O)N(c3ccc(C)cc3)C2=O)cc1 (stereo unspecified) | 0% | -10&18 | -7%&-2%
2 | COc1ccccc1Oc1cc(-n2nc(C)cc2C)ncn1 | 1% | -4 | ?
3 | CCOC(=O)c1ccc2[nH]c(-c3ccc(S(=O)(=O)F)cc3)cc(=O)c2c1 | -4% | 57 | 2%
4 | COc1ccc(C(=O)Nc2ccc(OCc3cc(=O)n4ccsc4n3)cc2)cc1OC | · | -1 | 13%
5 | Cc1cc(C)nc(N/N=C/C=C/c2ccccc2)n1 | 26% | 43 | -1%
6 | CC1(C2CC2)NC(=O)N(CC(=O)N2CCN(c3ccc(F)cc3)CC2)C1=O (stereo unspecified) | -5% | -28 | 2%
7 | Cc1ccc(N2C(=O)NC(=O)C(CCc3ccncc3)(Cc3cccc(Cl)c3Cl)C2=O)cc1 (stereo unspecified) | 17%[11.6 µM] | -3 | ?
8 | O=C(CSc1ccc(-c2cccnc2)nn1)N1CCCC1 | 4% | -28 | 2%
9 | Cc1ccc(C(C(=O)NC(C)(C)C)N(CCCN2CCOCC2)C(=O)c2ccc(-c3ccccc3)[nH]2)o1 (stereo unspecified) | -2% | -74* | -3%
10 | COc1ccc(S(=O)(=O)NCCc2ccco2)cc1OC | 0% | 10 | ?

no. | FBPA Giardia inh | Sm TGR inh | AmpC inh no detg
1 | · | -20%&-30% | -16%
2 | 3% | 0% | -12%
3 | 5% | 3% | -11%
4 | · | 3% | ·
5 | -13% | -8% | -25%
6 | · | -2% | -10%
7 | -4% | 8% | -18%
8 | 1% | 1% | -10%
9 | 0% | 15% | 34%
10 | 5% | -31% | -1%

In a second layout: results already given.
Below each SMILES: AMA1 RON2 block	HCMV antiviral	AmpC detergent	FBPA Giardia inh	Sm TGR inh	AmpC inh no detg
#6 CC1(C2CC2)NC(=O)N(CC(=O)N2CCN(c3ccc(F)cc3)CC2)C1=O (stereo unspecified)
  -5%	-28	2%	·	-2%	-10%
#7 Cc1ccc(N2C(=O)NC(=O)C(CCc3ccncc3)(Cc3cccc(Cl)c3Cl)C2=O)cc1 (stereo unspecified)
  17%[11.6 µM]	-3	?	-4%	8%	-18%

New compounds follow.
no. | molecule | AMA1 RON2 block | HCMV antiviral | AmpC detergent
11 | CCC(Oc1ccccc1)C(=O)Nc1ccccc1N1CCCCC1 (stereo unspecified) | 5% | 5 | 1%
12 | Cc1ccccc1-n1c(C)nc2ccccc2c1=O | -17% | -20 | -6%
13 | CCNc1oc(-c2ccccc2F)nc1S(=O)(=O)c1ccccc1 | -17% | · | 1%
14 | O=C(NCC1CCCO1)C(c1cccs1)N(C(=O)Cn1nnc(-c2cccs2)n1)C1CCCC1 (stereo unspecified) | -1% | 3 | ?
15 | COc1ccc(Cl)cc1S(=O)(=O)Nc1cccc(-c2ccc(N3CCCC3)nn2)c1 | · | 3 | 0%
16 | COc1ccc(Oc2ccccc2C=O)cc1 | 17% | -18 | 4%
17 | COC(=O)c1ccsc1NC(=O)CCc1ccccc1 | -6% | -1 | -5%
18 | CCc1ccc(OC(C)C(=O)Nc2ccccc2C(=O)N2CCOCC2)cc1 (stereo unspecified) | 0% | 58 | -8%
19 | O=C(C1=C[C@@H](C2CCCCC2)C[C@@H](OCCCCO)O1)N1CCOCC1 | 7% | 27 | -5%
20 | Cc1c(NC(=O)COc2ccc(C(C)C)cc2)c(=O)n(-c2ccccc2)n1C | -4% | -8 | 3%

no. | FBPA Giardia inh | Sm TGR inh | AmpC inh no detg
11 | -4% | 2% | -8%
12 | 5% | 6% | -2%
13 | · | 40µM* | -29%
14 | -2% | -30% | 106%[activator]
15 | · | -4% | ·
16 | 2% | -11% | -13%
17 | 1% | 3% | -28%
18 | · | -22% | 15%
19 | 0% | 0% | 42%
20 | · | 4% | 28%

Other structures:
no. | molecule | AMA1 RON2 block | HCMV antiviral | AmpC detergent
21 | CC(=O)Nc1ccc(S(=O)(=O)N2CCN(c3cc(C)nc4ncnn34)CC2)cc1 | 25% | -16 | 4%
22 | C/C=C/Cn1c(SCc2ccccc2)nc2c1c(=O)[nH]c(=O)n2C | 7% | 18 | -21%
23 | C=CCn1c(N)cc(=O)nc1SC(C)C(=O)Nc1cccc2ccccc12 (stereo unspecified) | -1% | 20 | -12%
24 | CCn1c(/C=C/c2cc(Br)ccc2O)nc2ccccc2c1=O | 13% | -93* | 2%
25 | CCCc1cc(-c2nc(-c3ccc(C)cc3)cs2)ccn1 | 51%[activator] | 0 | 12%
26 | O=C(C1CCCN(S(=O)(=O)c2cccc3nonc23)C1)N1CCC(Cc2ccccc2)CC1 (stereo unspecified) | -4% | -26 | -4%
27 | Cc1ccc(C(C)C)c(OCC(=O)NNC(=O)C2CSC3(C)CCC(=O)N23)c1 (stereo unspecified) | 96%[activator] | 38 | ?
28 | O=C(NC1CCCCC1)C1CCCN1S(=O)(=O)c1cccc2nsnc12 (stereo unspecified) | -18% | -24 | ?
29 | O=C(c1cc(COc2ccc(F)cc2Cl)on1)N1CCC(c2ccncc2)CC1 | ? | -67* | 10%
30 | O=C(CN1C(=O)c2cccc3cccc1c23)NCc1ccccn1 | 4% | 18 | ?

no. | FBPA Giardia inh | Sm TGR inh | AmpC inh no detg
21 | 4% | ? | -1%
22 | -3% | 1% | -6%
23 | 1% | -4% | -29%
24 | -2% | -7% | -41%
25 | -25% | 0% | 4%
26 | 15% | -6% | ·
27 | · | 6% | 21%
28 | 0% | 14% | -3%
29 | 3% | 32% | 115%[activator]
30 | 9% | 8% | -19%

(list continues)
no. | molecule | AMA1 RON2 block | HCMV antiviral | AmpC detergent
31 | CCOc1ccc(NC(=O)C(NS(=O)(=O)c2cccc3nsnc23)c2ccccc2)cc1 (stereo unspecified) | · | 0 | 10%
32 | Cc1ccc2nc(Nc3cccc(C(F)(F)F)c3)c3nnnn3c2c1 | · | 10 | 17%
33 | Cc1cccc(-n2cnc3cc(C(=O)N4CCCCC4)ccc32)c1 | 5% | 67 | 5%
34 | CCSc1sc(CC)cc1C=O | -4% | 67 | -12%
35 | OCCC1CN(Cc2ccon2)CCN1Cc1ccc(F)c(F)c1 (stereo unspecified) | -3% | 0 | 0%
36 | O=C1c2cccnc2C(Nc2ccccc2)N1Cc1ccco1 (stereo unspecified) | -14% | 56 | -1%
37 | COc1ccccc1N(CC(=O)NCCSCc1ccccc1)S(C)(=O)=O | -2% | 2&-14 | 3%&8%
38 | Cc1ccc(OCC(=O)N/N=C/c2cccn2C)cc1 | -11% | -25 | -11%
39 | O=C(Nc1cccn2ncnc12)c1cccc(C(F)(F)F)c1 | -1% | ? | ?
40 | Cc1cc(OC(=O)N2CCOCC2)cc(C)c1Cl | 10% | 9 | -3%

no. | FBPA Giardia inh | Sm TGR inh | AmpC inh no detg
31 | · | 6% | ·
32 | · | -2% | ·
33 | 9% | 4% | 45%
34 | 4% | -1% | -21%
35 | -2% | -3% | 0%
36 | 0% | 25µM* | -6%
37 | 15% | -11%&8% | 26%
38 | 1% | 9% | -5%
39 | -3% | 0% | 3%
40 | 0% | -4% | ·

Next part.
no. | molecule | AMA1 RON2 block | HCMV antiviral | AmpC detergent
41 | O=C(CSc1cccc[n+]1[O-])CSc1cccc[n+]1[O-] | 32%[activator] | 7 | -2%
42 | O=C(COc1ccc(/C=N/NS(=O)(=O)c2ccccc2)cc1)NCc1ccccc1 | 0% | 2 | -1%
43 | COc1ccc(N2CCN(C(=O)c3cccc(N4C(=O)C5C6C=CC(C6)C5C4=O)c3)CC2)cc1 (stereo unspecified) | 2% | -5 | 0%
44 | O=c1[nH]c(SCc2c(F)cccc2Cl)nc2c1CCCC2 | · | -9 | -4%
45 | O=C(CSc1nc(-c2ccccc2)c(-c2ccccc2)o1)NC1CCS(=O)(=O)C1 (stereo unspecified) | -17% | ? | ?
46 | Cc1ccccc1NC(=O)C1CCN(S(=O)(=O)c2cccc3nonc23)CC1 | -4% | 4&5 | ?
47 | CC(=O)N1CCN(c2nc3c(C)ccc(Cl)c3s2)CC1 | · | 14 | 1%
48 | COc1ccc(OC)c(-c2cnc(OC(C)(C)C)nc2OC(C)(C)C)c1 | -12% | -29 | -14%
49 | COc1ccc(O)c(CN2CCCC(C(=O)c3ccccc3SC)C2)c1 (stereo unspecified) | ? | 15 | 2%
50 | CCCC(=O)NCc1cc(-c2nn(C)c(=O)c3ccccc23)ccc1OC | 21% | -28 | -2%

no. | FBPA Giardia inh | Sm TGR inh | AmpC inh no detg
41 | 16µM* | -22% | -8%
42 | 2% | -3% | -55%
43 | -7% | -1% | 113%[activator]
44 | · | -9% | ·
45 | -6% | -1% | 139%[activator]
46 | 2% | -1%&-2% | -24%
47 | · | 13% | ·
48 | -7% | 1% | 13%
49 | -5% | ? | -24%
50 | 5% | 4% | 0%[2.29 µM]

Continuation.
no. | molecule | AMA1 RON2 block | HCMV antiviral | AmpC detergent
51 | COc1ccc(-c2cn3cccnc3n2)cc1NC(=O)c1ccccc1C(F)(F)F | · | ? | 2%
52 | Cc1c(Cl)cccc1NC(=O)CSC(N)=O | 6% | -15 | 3%
53 | CCO[C@@H]1OC(C(=O)NCc2ccccc2)=C[C@H](c2cn(C(C)=O)c3ccccc23)[C@H]1CCCO | 2% | 27 | -6%
54 | O=C(NCCc1c[nH]c2ccccc12)Nc1ccccc1 | -2% | -19 | -1%
55 | Cn1nnnc1SCC(=O)N1CCN(Cc2ccccc2)CC1 | 0% | 73 | 2%
56 | CCOCCCn1c(SCC(=O)Nc2cc(C)ccc2C)nc2c(oc3ccccc32)c1=O | · | 4 | 22%
57 | O=C(Nc1ccccc1O)c1nc(Cl)ccc1Cl | -7% | -24 | 1%

no. | FBPA Giardia inh | Sm TGR inh | AmpC inh no detg
51 | · | 7% | ·
52 | -7% | · | -8%
53 | -11% | -5% | 140%[activator]
54 | -2% | 1% | -26%
55 | 0% | -23% | -17%
56 | · | 3% | ·
57 | 0% | 2% | -15%

One compound at a time (already shown). Order of screens: AMA1 RON2 block, HCMV antiviral, AmpC detergent, FBPA Giardia inh, Sm TGR inh, AmpC inh no detg
Results for COc1ccc(-c2cn3cccnc3n2)cc1NC(=O)c1ccccc1C(F)(F)F → ·, ?, 2%, ·, 7%, ·
Results for Cc1c(Cl)cccc1NC(=O)CSC(N)=O → 6%, -15, 3%, -7%, ·, -8%
Results for Cn1nnnc1SCC(=O)N1CCN(Cc2ccccc2)CC1 → 0%, 73, 2%, 0%, -23%, -17%
Results for O=C(Nc1ccccc1O)c1nc(Cl)ccc1Cl → -7%, -24, 1%, 0%, 2%, -15%
Results for CCO[C@@H]1OC(C(=O)NCc2ccccc2)=C[C@H](c2cn(C(C)=O)c3ccccc23)[C@H]1CCCO → 2%, 27, -6%, -11%, -5%, 140%[activator]

Compounds as they come; overall some 7.8% were active at least once.
